Screening data from PubChem.
ALDH1A1 block – ALDH1A1 (human) enzyme inhibition | Purified ALDH1A1, NADH fluorescence, propionaldehyde substrate | Potency, µM (highest dose often 75.3 µM), for inactives: top-dose activity, negative = inhibition, actives largely listed as inhibitors | 220,000 compounds, 7.3% hits; active means well fitted inhibition curve with a large enough effect, not every such curve was filed as active; inconclusive means small, poorly fitted or top-dose-only effect, or another doubt; inactive means no such curve, though single readings can be large or run the other way;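 further: plate controls were no enzyme wells and a reference inhibitor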
RECQ1 helicase – blocks DNA unwinding by human RECQ1. P46063. RECQ1 DNA unwinding, red fluorescence kinetic read. Potency, µM (top dose mostly 57.3 µM), inactives show top-dose activity, negative = inhibition, most hits filed as inhibitors. 240,000 compounds, 0.54% hits;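 further: plate controls were vehicle for no effect and no enzyme for full effect; nearly all actives have a fitted effect of over 30% in size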
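50 nM RECQ1T1 preincubated 15 min with compound in Tris pH 8.0 buffer with MgCl2, DTT, Tween-20 and 2.5 ug/ml poly(dI-dC); started with 200 nM TAMRA/BHQ-2 forked duplex and 2 mM ATP. Unwinding read as fluorescence (525/598 nm), two reads 2 h apart.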
TR SRC2 fluor cs – Texas Red fluorescence interference in TRb-SRC2 counter-screen. TRb/SRC2 Texas Red total fluorescence interference. Potency, µM (series often up to 106 µM), inactives show at the top dose fluorescence change, negative = quenching. 280,000 compounds, 0.29% hits; active means well fitted curve in either direction with a large enough effect; inconclusive means small, poorly fitted or top-dose-only effect; further: on the % scale 0 is the no-effect control and ±100 the full control effect
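Flags fluorescent or light-absorbing compounds by total fluorescence, S + 2P, at 555 nm excitation and 632 nm emission. Mixture: 20 nM Texas Red SRC2 peptide, 0.6 uM human TRb LBD, 1 uM T3, 5% DMSO; compound exposure 5 h at ambient temperature.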
RGS12 GoLoco inh – blocks human Gai1 binding to RGS12 GoLoco peptide, red readout; P63096; Gai1:RGS12 GoLoco peptide FP, rhodamine, 10 min; Potency, µM (doses to about 61.6 µM), without a hit: at the top dose activity, negative = inhibition, hits mostly inhibitors; 230,000 compounds, 0.44% hits; active means well fitted inhibition curve with a large enough effect, not every such curve was filed as active; inactive means no such curve, though single readings can be large or run the other way; further: on the % scale 0 is the no-effect control and ±100 the full control effect; nearly all actives have a fitted effect of over 30% in size; many of its hits are not listed in these tables
TRb-SRC2 inh – TRbeta-SRC2 interaction inhibition. Potency, µM (series often up to 106 µM), for the others: at the top dose activity change, negative = inhibition, most hits filed as inhibitors. P10828. 280,000 compounds, 0.065% hits. TRbeta-SRC2 peptide binding, fluorescence polarization; receptor liganded with 1 µM T3;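 further: plate controls were bound peptide for no effect and peptide without receptor for full effect; nearly all actives have a fitted effect of over 50% in size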
Target sequence (P10828 whole entry, looked up): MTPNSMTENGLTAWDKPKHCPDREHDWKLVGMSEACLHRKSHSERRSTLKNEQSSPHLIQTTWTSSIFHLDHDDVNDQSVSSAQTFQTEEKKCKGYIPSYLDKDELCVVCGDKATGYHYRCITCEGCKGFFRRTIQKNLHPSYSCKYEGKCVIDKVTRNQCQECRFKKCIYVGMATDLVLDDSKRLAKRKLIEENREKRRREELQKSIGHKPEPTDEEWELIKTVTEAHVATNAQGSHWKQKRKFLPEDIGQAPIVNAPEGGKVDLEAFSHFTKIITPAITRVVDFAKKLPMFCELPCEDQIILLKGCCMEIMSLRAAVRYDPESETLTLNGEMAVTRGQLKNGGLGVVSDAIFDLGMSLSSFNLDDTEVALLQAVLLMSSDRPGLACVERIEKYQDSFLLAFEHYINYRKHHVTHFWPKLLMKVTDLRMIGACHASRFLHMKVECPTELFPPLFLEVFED
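Decrease in fluorescence polarization of 20 nM Texas Red SRC2 coactivator peptide flagged inhibition of its binding to 0.6 uM TRb LBD; 1 uM T3 included, incubation 5 hr, ex 555/em 632 nm.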
SMN2 splice up – increases expression of the SMN2 splice variant | 210,000 compounds, 2.8% hits | AID 1458 | Potency, µM (highest dose often 46.1 µM), for inactives: at the top dose activity change, positive = activation, actives largely listed as activators | HEK293 SMN2-luciferase splicing reporter, luminescence, 30-36 h; further: % of control where 0% means no effect; nearly all actives have a fitted effect of over 55% in size
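HEK293 cells carry an SMN2 minigene-luciferase reporter in which exon 7 inclusion puts luciferase in frame. Cells were seeded at 2000 cells/well, attached for 10-12 hours, then exposed to compounds for 30-36 hours at 37C before ONE-Glo luminescence.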
Lamin A splicing – modulators of lamin A splicing. HeLa LMNA splicing GFP/RFP minigene ratio, 48 h. Potency, µM (series often up to 46.1 µM), for inactives: top-dose ratio change, negative = inhibition, hits mostly inhibitors. 200,000 compounds, 0.01% hits. AID 1487; active means well fitted inhibition curve with a large enough effect in the signal ratio, with a control signal flat, not every such curve was filed as active; inconclusive means small, poorly fitted or top-dose-only effect, or effect the other way, or a change in a side signal; the % refers to the signal ratio; further: on the % scale 0 is the no-effect control and ±100 the full control effect
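S3 HeLa stable clones carrying a lamin A-EGFP splicing minigene plus DsRed2 were seeded at 600 cells/well in Opti-MEM with 2% FBS, pin-dosed and incubated 48 h at 37°C. Acumen cytometry (488 nm) gave the GFP/RFP total-intensity ratio.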
JMJD2E inh – blocks human JMJD2E demethylase activity; B2RXH2; JMJD2E catalytic domain, FDH-coupled NADH fluorescence (FDH is formaldehyde dehydrogenase); Potency, µM (series often up to 57.1 µM), for the others: at the highest dose activity change, negative = inhibition, actives largely listed as inhibitors; 230,000 compounds, 1.6% hits; active means well fitted inhibition curve with a large enough effect, not every such curve was filed as active; inconclusive means small, poorly fitted or top-dose-only effect, or another doubt; inactive means no such curve, though single readings can be large or run the other way;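 further: 0% = wells with enzyme and -100% = buffer wells without enzyme; nearly all actives have a fitted effect of over 50% in size; many of its hits are not listed in these tables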
Target sequence (B2RXH2 1-337 limits assumed): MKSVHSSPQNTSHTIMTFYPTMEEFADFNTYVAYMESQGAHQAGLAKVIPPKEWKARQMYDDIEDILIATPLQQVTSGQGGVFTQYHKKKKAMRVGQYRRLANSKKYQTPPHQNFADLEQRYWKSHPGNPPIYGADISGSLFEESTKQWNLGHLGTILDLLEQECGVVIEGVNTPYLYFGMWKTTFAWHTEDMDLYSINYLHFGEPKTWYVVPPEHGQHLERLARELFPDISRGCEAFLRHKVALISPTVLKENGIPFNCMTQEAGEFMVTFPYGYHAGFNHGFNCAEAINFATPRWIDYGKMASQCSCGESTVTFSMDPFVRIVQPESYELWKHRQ
An asterisk follows results filed as active; i = inactive; ? = inconclusive; nt = not tested or not shown; [ ] = another dose, or the depositor's remark. Unless noted, the call rests on the fitted dose curve; in most records, active means well fitted curve in the direction sought with a large enough effect; inconclusive means small, poorly fitted or top-dose-only effect, or another doubt; inactive means no such curve, though single readings can be large; an effect the other way counts as inactive or inconclusive. Potency means the concentration at half of the fitted maximal effect.

SMILES | ALDH1A1 block | RECQ1 helicase | TR SRC2 fluor cs | RGS12 GoLoco inh | TRb-SRC2 inh | SMN2 splice up | Lamin A splicing | JMJD2E inh
COc1ccc(C(=O)Sc2ccc(Cl)cc2)cc1OC | -3.2% | i | 1.2% | -7.9% | -20.0% | 2.8% | ? | -5.9%
CCOc1cccc(-c2nnc3sc(-c4cc(OC)c(OC)c(OC)c4)nn23)c1 | 2.7% | i | 2.0% | 3.4% | 0.8% | 23.7% | 7.5% | -5.9%
CCOC(=O)c1oc2ccccc2c1N | -11.1% | -10.4% | -4.6% | 6.3% | 1.4% | 8.0% | 8.4% | ?
CN(CC(=O)Nc1ccc(N2CCOCC2)cc1)CC(=O)Nc1cccc(C#N)c1 | 13.5% | -0.6% | -2.7% | -30.3% | -4.0% | -8.7% | -2.6% | 4.7%
O=C1/C(=C/C=C/c2ccccc2)Oc2c1ccc(O)c2CN1CCN(CCO)CC1 | nt | -3.6% | -7.8% | 22.1% | -2.8% | nt | nt | -16.2%
Cc1ccc(OCC(=O)Nc2ccc3c(c2)nc(CCN2CCOCC2)n3C)cc1 | 0.6% | -5.8% | -2.3% | nt | -12.2% | nt | -16.4% | ?
Nc1c(C(=O)NCc2ccc3c(c2)OCO3)nnn1-c1ccc(OC(F)(F)F)cc1 | 1.7% | i | 2.4% | -14.3% | -27.1% | -43.6%[inhibitor] | 15.3% | 6.4%
Cc1ccn2cc(-c3ccc(NS(=O)(=O)c4ccccc4)cc3)nc2c1 | -4.8% | -6.5% | -2.1% | -4.0% | 3.1% | -18.0% | ? | -3.2%
C/C(=N\NC(=S)NC1CCCCC1)c1ccc(C)o1 | 12.6µM* | -1.0% | 0.1% | -0.2% | -2.8% | -31.7%[inhibitor] | 7.3%[46 µM] | -1.1%
C/C(Cc1ccccc1)=N\NC(=O)CNC(=O)c1ccccc1Br | -2.1% | i | 0.2% | 7.3% | 4.9% | 4.6% | ? | 19.5%
COc1ccccc1N/C=C1/Sc2cc(Cl)ccc2NC1=O | ? | -0.9% | -1.3% | 11.7% | -11.1% | 8.9% | -15.1%[46 µM] | -4.8%
CCn1ncc(/C=N\NC(=O)COc2ccccc2)c1C | 2.0% | 1.6% | -2.8% | 2.5% | 9.3% | 16.3% | 3.3% | 3.3%
COc1ccccc1N(CC(=O)Nc1ccc(F)c(F)c1)S(C)(=O)=O | 4.8% | -0.1% | -2.2% | 7.1% | -13.5% | -4.6% | 1.4% | 5.8%
O=C(N/N=C/c1ccccn1)C1CC1 | -6.9% | -9.0% | -2.3% | -0.8% | -4.3% | 10.9% | 5.1% | -3.9%
O=c1oc2ccccc2cc1-c1cn(-c2ccccc2)c(=S)[nH]1 | ? | -4.1% | -3.3% | -15.0% | 3.5% | -69.9%[inhibitor] | ? | ?
O=C(Nc1ccccc1Cl)C1(c2ccccc2)CC1(Cl)Cl (configuration not stated) | -6.5% | i | -0.9% | 4.8% | 3.6% | -53.4%[inhibitor] | 8.5% | 8.2%
N#Cc1nc(Cc2cccc3ccccc23)oc1NCc1ccc2c(c1)OCO2 | -10.2% | -14.9% | 1.8% | -0.4% | 8.8% | -25.4% | ? | -8.0%
CCCCCN1CC(O)=C(c2nc(-c3ccc(Cl)cc3)cs2)C1=N | -10.0% | i | -10.3% | 37.8%[activator] | 2.2% | -10.5% | 7.3% | -6.1%
CC(C)c1ccc(/C=N/NC(=O)c2cccc(S(=O)(=O)N3CCOCC3)c2)cc1 | -6.7% | i | 1.2% | 7.9% | -2.9% | -7.6% | -0.9%[46 µM] | 5.5%
CCOCCCNC(=O)c1c(-c2ccccc2)noc1C | 13.6% | 6.2% | 2.4% | 4.2% | -6.9% | 7.1% | 1.1% | 2.6%
CCOC(=O)CNC(=O)O[C@@H]1C(=O)c2cc(Br)ccc2O[C@H]1c1ccc2c(c1)OCO2 | 10.1% | 0.7% | -1.6% | -0.4% | -4.1% | 4.2% | nt | -5.1%
O=C(/C=C/c1ccccc1)N1CCCN(C(=O)/C=C/c2ccccc2)CC1 | 5.4% | -4.3% | -2.1% | 1.9% | -1.5% | -9.2% | -14.2% | -1.4%
CCOC(=O)CCC(=O)Nc1ccccc1C(N)=O | 3.7% | 12.9% | -1.6% | 1.0% | -6.4% | 10.0% | 3.3% | -3.1%
COc1ccc2[nH]cc(CCNc3ncncc3-c3ccccc3C)c2c1 | ? | i | nt | 2.5% | nt | nt | ? | nt
Cc1ccc2oc3c(c(=O)c2c1)C(c1cccc(Cl)c1)N(CCCN1CCOCC1)C3=O (configuration not stated) | 12.6µM* | -15.5% | -2.2% | 6.9% | -7.4% | -27.8% | 3.3% | -7.8%
(more compounds)
SMILES | ALDH1A1 block | RECQ1 helicase | TR SRC2 fluor cs | RGS12 GoLoco inh | TRb-SRC2 inh | SMN2 splice up | Lamin A splicing | JMJD2E inh
O=C(CN1CCC(NC(=O)c2ccccc2F)CC1)Nc1ccc2c(c1)OCO2 | ? | 2.4% | -1.9%[53 µM] | 1.3% | 6.5%[53 µM] | nt | 9.9%[46 µM] | 1.2%
COc1ccccc1N1CCN(C(=O)CCN2C(=O)c3cccc4cccc(c34)C2=O)CC1 | 3.1% | 2.5% | -3.2% | -32.8% | -5.2% | nt | nt | -0.6%
Nn1c(SCC(=O)Nc2ccc3c(c2)OCO3)nnc1C1CC1 | -0.1% | 0.6% | -1.7% | -4.1% | -8.0% | 0.2% | 7.8% | -9.8%
CCCNc1nc2c(c(=O)[nH]c(=O)n2C)n1CCc1ccccc1 | 8.6% | i | -5.3% | 1.3% | -0.4% | 14.8% | -11.3% | 10.8%
O=C(COC(=O)c1cc(-c2ccc(Cl)s2)nc2ccccc12)NCc1ccco1 | ? | 13.4% | 0.6% | 1.6% | 0.8% | 16.4% | 21.8% | ?
CCOC(=O)O[C@]1(C(=O)COC(=O)CC)CC[C@@H]2[C@@H]3CCC4=CC(=O)C=C[C@@]4(C)[C@H]3[C@H](O)C[C@]21C | 4.3%[20.9 µM] | i | 0.4%[53 µM] | 29.7%[21.6 µM] | -0.8%[53 µM] | -11.6%[20.6 µM] | ? | 2.4%[25.5 µM]
CCc1cc(/C(Cc2ccccn2)=N\O)c(O)cc1O | -5.3% | -11.2% | -2.4% | 9.2% | 0.9% | -67.1%[inhibitor] | ? | ?
COC(=O)[C@@H]1CC[C@H](C)[C@@H](c2ccc(C)cc2)N1C(=O)c1ccc(/C=N/O[C@H](C)c2cn([C@@H]3COC[C@H]3O)nn2)cc1 | -3.2% | -5.2% | -0.6% | 0.4% | -2.2% | -60.4% | 2.4% | -0.5%
COC(C[C@@H]1O[C@@H]1[C@@H](O)COCc1ccccc1)OC | nt | i | -0.9% | -2.8% | -2.5% | nt | nt | -2.8%
Cn1c(=O)c2ncn(CC(=O)N=Nc3c(O)[nH]c4ccccc34)c2n(C)c1=O | 407.8%[activator] | -2.4% | -0.8% | 0.9% | -1.9% | 3.9% | -3.1%[46 µM] | -0.6%
N=c1n(Cc2ccccc2)c2ccccc2n1CC(O)COc1ccccc1 (configuration not stated) | -4.8% | -3.3% | -2.5% | 5.8% | 5.0% | -21.9% | ? | 7.7%
CC(C)C(c1nnnn1Cc1cccs1)N1CCN(c2ccccc2)CC1 (configuration not stated) | ? | i | -1.5% | 5.4% | -2.7% | -10.7% | -0.9% | 9.2%
COc1cc(NC(=O)c2cc3ccccc3o2)c(OC)cc1Br | ? | -2.7% | -11.9% | 42.9%[activator] | -5.3% | -5.7% | ? | ?
COc1cccc(NC(=O)CN(C)CC(=O)NC(C)c2ccccc2)c1 (configuration not stated) | ? | 6.7% | -3.4% | -5.9% | 3.4% | nt | nt | -2.6%
Cn1nc(C(=O)Nc2ccc(S(=O)(=O)N3CCCCC3)cc2)ccc1=O | -1.2% | 4.1% | -6.3% | 6.6% | 0.0% | -17.5% | ? | 7.7%
CC(C)n1c(=O)[nH][nH]c1=S | 0.794µM* | -6.4% | -1.4% | -42.2% | 1.9% | nt | nt | 3.16µM*
COc1ccccc1NC(CC(=O)c1ccccc1)C(=O)OCC(=O)c1ccc(Br)cc1 (configuration not stated) | ? | 4.7% | -4.9% | 1.5% | -1.7% | 26.8% | -10.3% | -1.3%
COc1cc(/C=c2/sc3nc(-c4ccccc4)c(-c4ccccc4)n3c2=O)cc(OC)c1OC | ? | -1.9% | -0.4% | 13.4% | -14.2% | -23.1% | -14.0% | -2.8%
CSc1ccccc1NC(=O)CN1CCCCC1 | -2.1% | -1.5% | -1.9% | -2.3% | 1.5% | -4.2% | ? | -8.3%
c1ccc(-c2nn[nH]n2)nc1 | nt | -0.4% | -1.5% | 15.0% | -6.0% | nt | nt | ?
CCc1ccc(S(=O)(=O)Nc2c(C)nn(C)c2C)cc1 | -9.2% | -9.8% | -2.6% | 7.6% | -1.2% | -75.3%[inhibitor] | ? | 2.2%
O=C(O)/C=C\C(=O)Nc1ccc(OCc2ccccc2)cc1 | 25.1µM* | -3.0% | -0.6% | 2.7% | -4.6% | 14.3% | nt | -23.5%
Cc1nc(CN2CCC(c3ccccc3)CC2)cc(=O)[nH]1 | -12.0% | 23.8% | 6.8% | 7.2% | 4.1% | -12.4% | nt | 12.5%
CSc1nccc(Oc2cncc(Cl)c2)n1 | -2.0% | -3.0% | 1.2% | 28.9% | -1.8% | 0.6% | 15.4% | 3.6%

Some of the compounds tested. The share of hits here may be higher or lower than overall.
